Compound activity: PubChem BioAssay, Sanford-Burnham Center for Chemical Genomics
mouse EphA4 binding: inhibitors of EphA4 binding to KYL peptide, primary screen, biochemical, colorimetric, mouse EphA4 (AID 689); Ephrin type-A receptor 4 (Mus musculus); EphA4-AP binding to KYL peptide, pNPP A405; higher % means a stronger effect; inhibition, % at 10 µM, or IC50 in µM where a hit was titrated; hit rate 0.1% among 62,000; in the data active = a potency from the dose series; inactive = the rest, 99 in 100 with inhibition below about 22%
Active calls of the source: *; & = joins results of further samples. This is a subset. The share of hits here may be higher or lower than overall.

SMILES | mouse EphA4 binding
O=C(Cc1ccc(F)cc1)NCC1CCCO1 (centres undefined) | 1%
O=C(NC12CC3CC(CC(C3)C1)C2)C1CC(=O)N(c2ccc(Br)cc2)C1 (centres undefined) | 8%
Cc1ccc(C(=O)CSc2nc3ccccc3c(=O)[nH]2)cc1C | -8%
Nc1nonc1-c1nc2ccccc2n1Cc1ccc(F)cc1Cl | -14%
CC(C)(C)c1ccc(/C=C/C(=O)NC2=NCCS2)cc1 | -5%
Cc1nc(-c2ccccc2)sc1C(=O)Nc1cccc2ccccc12 | 5%
O=C(Cn1nnc(-c2ccc(Cl)cc2)n1)NCCC1=CCCCC1 | -15%
CS(=O)(=O)c1ccc2nc(NC(=O)CC3CCCC3)sc2c1 | -2%
CCOC(=O)c1nc(N2CCN(C(=O)OCC)CC2)c2c3c(sc2n1)CCCC3 | -7%
Cn1nnnc1SCC(=O)NCCc1ccc(Cl)cc1 | -3%
COc1ccc(C2N=C(Nc3ccc(C)cc3)Nc3nc(C)cc(=O)n32)cc1 (centres undefined) | -3%
O=[N+]([O-])c1ccc(/C=N/Nc2nc(-c3ccccc3)c3cc(Br)ccc3n2)o1 | 2%
CCOC(=O)c1ccccc1NC1c2ccccc2C(=O)N1c1cc(C)ccn1 (centres undefined) | 10%
O=C(CSc1ncc(-c2ccccc2)n1C1CCCC1)N1CCc2ccccc21 | -8%
O=C(c1ccccc1)N1CCCCC(Sc2nnc3ccccn23)C1=O (centres undefined) | -12%
O=C(Nc1cnc2sccn2c1=O)c1ccccc1Cl | 4%
CCOc1ccc(C(C)(O)CN2CCOCC2)cc1 (centres undefined) | -9%
COc1cc(C(=O)Nc2c(C)cc(Br)cc2C)cc(OC)c1OC | -6%
O=C(CC1Sc2ccccc2NC1=O)OCC(=O)N1CCc2ccccc21 (centres undefined) | -7%
CCCC(=O)Nc1nnc(SCC(=O)NCc2cccs2)s1 | -10%

Structural class, the entries above with fluorine.
SMILES | mouse EphA4 binding
O=C(Cc1ccc(F)cc1)NCC1CCCO1 (centres undefined) | 1%
Nc1nonc1-c1nc2ccccc2n1Cc1ccc(F)cc1Cl | -14%

Next results.
SMILES | mouse EphA4 binding
COc1ccc(CN2C(=O)CCC2(C)C(=O)NC2CCCCCC2)cc1 (centres undefined) | 2%
CCCCNC(=S)NC(=O)c1ccc([N+](=O)[O-])cc1 | -9%
COc1ccc(NC(=O)c2cc(S(=O)(=O)N3CCCCC3)ccc2N2CCCCC2)cn1 | -1%
CCCCC(=O)Nc1ccc2c(c1)C(=O)NC2=O | -12%
CC(NC(=O)c1ccc2c(c1)OCO2)C(c1cccs1)N1CCOCC1 (centres undefined) | 2%
Cc1cccc2c1CC(C)(C)N=C2C1=C(O)CCCC1=O | -10%
COc1ccc2ccccc2c1C1CC(=O)N2CN(C)CSC2=C1C#N (centres undefined) | -5%
O=C(COC(=O)CN1C(=O)c2ccccc2C1=O)Nc1ccc(S(=O)(=O)N2CCCC2)cc1 | -10%
Cc1ccc(S(=O)(=O)Nc2ccccc2C(=O)Nc2cccc3c2C(=O)c2ccccc2C3=O)cc1 | 2%
O=C(O)C1CCC(N2C(=O)C3CCCCC3C2=O)CC1 (centres undefined) | 4%
COc1ccccc1-c1c(C(F)(F)F)oc2cc(OC(=O)C(C)(C)C)ccc2c1=O | -12%
O=C(COC(=O)c1cc(S(=O)(=O)N2CCCCC2)ccc1N1CCOCC1)NC1CCCCC1 | -3%
O=C(NCCc1ccccc1)C(c1cccs1)N(C(=O)c1csnn1)C1CC1 (centres undefined) | -2%
Cc1ccc(NC(=O)COC(=O)c2ccc3c(c2)NC(=O)C2CCCN32)cc1C (centres undefined) | -3%
O=C(/C=C/c1cccc([N+](=O)[O-])c1)NCCSc1ccccc1 | -4%
CCOc1ccc(NC(=O)N2CCC(C(=O)c3ccc(F)cc3)CC2)cc1 | -3%
COC(=O)c1cc(NC2c3ncccc3C(=O)N2Cc2ccccc2)cc(C(=O)OC)c1 (centres undefined) | -5%
COCCn1c(C)cc(C2=NNC(=Nc3ccc(Cl)cc3Cl)SC2)c1C | -7%
O=C(O)COc1ccc2c(c1)CCCC2 | -8%
Cc1ccc(NC(=O)N(Cc2ccco2)C(C)c2ccco2)cc1C (centres undefined) | -9%
O=C(CCc1ccc(CCC(=O)c2cccs2)s1)c1cccs1 | 17%
CCOc1ccc(C(=O)Nc2ccc(N3CCOCC3)cc2)cc1Cl | 5%
COc1ccc2sc(NC(=O)c3ccco3)nc2c1 | -11%
Cc1nn(Cc2ccc(Cl)cc2)c(C)c1NC(=O)c1noc2c1CCc1ccccc1-2 | -5%
CCOc1ccc(N2C(=O)c3cccnc3C2Nc2ccc(C)cc2)cc1 (centres undefined) | 3%
O=C(CNC(=O)OCc1ccccc1)NCC(=O)N1CCCC1C(=O)OCc1ccccc1 (centres undefined) | -5%
Cn1c(COc2ccc3ccccc3c2)nnc1SCC(N)=O | -11%
CC1CCN(C(=S)c2cn(Cc3ccc(F)cc3)c3ccccc23)CC1 | 8%
O=C(COc1ccccc1)Nc1ccc2nn(-c3ccc(Cl)cc3)nc2c1 | 9%
Fc1ccc(Cl)cc1/C=N/n1cnnc1SCc1ccccc1 | 4%
COc1ccccc1S(=O)(=O)Cc1ccc(C(=O)NC(C)c2ccc3c(c2)OCCO3)o1 (centres undefined) | -10%
COC(=O)C1=C(C)OC(N)=C(C#N)C1c1cc(C)sc1C (centres undefined) | 7%
Cc1ccc(SCc2ccc(C(=O)Nc3cc([N+](=O)[O-])ccc3C)cc2)cc1 | -16%
CCn1cc(C2=NC(C)(C)CO2)c2ccccc21 | -2%
Cc1ccc2nc(-c3cccs3)c(NC(=O)c3ccc(Cl)cc3)n2c1 | -1%
O=C(Oc1ccc(=O)n(-c2ccccc2)n1)c1cccc(Cl)c1 | -3%
CCOc1cc(/C=C(/C#N)c2nc3ccccc3[nH]2)ccc1OCc1ccc(C(=O)O)o1 | 2%
COC(=O)c1cc(=O)n2c(-c3ccc(OC)cc3)csc2n1 | 5%
O=C(NCCCN1CCOCC1)c1c(O)c2ccccc2[nH]c1=O | -7%
Fc1ccccc1N1CC(c2ccccc2)C(c2cccs2)=N1 (centres undefined) | -12%

A stretch from the list above:
SMILES | mouse EphA4 binding
CCCCC(=O)Nc1ccc2c(c1)C(=O)NC2=O | -12%
CC(NC(=O)c1ccc2c(c1)OCO2)C(c1cccs1)N1CCOCC1 (centres undefined) | 2%
Cc1cccc2c1CC(C)(C)N=C2C1=C(O)CCCC1=O | -10%
COc1ccc2ccccc2c1C1CC(=O)N2CN(C)CSC2=C1C#N (centres undefined) | -5%

Next part
SMILES | mouse EphA4 binding
CCn1cnc2c1c(=O)n(CC(=O)N1CCc3ccccc31)c(=O)n2Cc1ccccc1 | -12%
CN(C)CCNC(=O)COc1cccc(Cl)c1 | -2%
O=C(c1ccc2c(=O)n(C3CCCC3)c(=S)[nH]c2c1)N1CCN(C2CCCCC2)CC1 | 1%
CC1Oc2ccccc2N(Cc2ccccc2F)C1=O (centres undefined) | 5%
COc1ccccc1OCCNC(=O)C(c1ccccc1)c1ccccc1 | 18%
CCCOc1ccccc1C(=O)N(Cc1cccs1)C1CCS(=O)(=O)C1 (centres undefined) | 10%
Cc1nc(SC2CC(=O)N(c3ccc([N+](=O)[O-])cc3)C2=O)nc2c1CCCC2 (centres undefined) | -11%
O=C(CCN1C(=O)c2ccccc2C1=O)Nc1ccccc1C(=O)N1CCOCC1 | -1%
S=C(NCCSCc1c(Cl)cccc1Cl)Nc1ccccc1 | 3%
Cc1ccccc1NS(=O)(=O)c1cc(C(=O)NCCSC2CCCCC2)ccc1C | -8%
CC1Cn2c(nnc2-c2ccccc2O)S1 (centres undefined) | -4%
CC(C)Cc1nc2oc3c(Cl)ncnc3c2c2c1CCC2 | -8%
CC1=C(C(=O)Nc2ccccc2C)C(c2ccccc2)NC(=O)N1 (centres undefined) | -3%
CCOc1ccc(C(=O)CCc2nc3ccccc3s2)cc1 | -10%
CC(=O)Nc1cccc(NC(=O)CSc2ccc(C(F)(F)F)cc2[N+](=O)[O-])c1 | 14%
CCN(CC)S(=O)(=O)c1cccc(C(=O)OCC(=O)c2ccc3c(c2)NC(=O)CO3)c1 | 11%
CC12CCC(=O)N1C(C(=O)O)Cc1c2[nH]c2ccccc12 (centres undefined) | -11%
O=C(CN(c1ccc(Br)cc1)S(=O)(=O)c1ccccc1)NCCSc1nc2ccccc2s1 | 12%
COc1ccc(CN(C(=O)CSc2nnc(-c3ccc(F)cc3)o2)c2ccc(F)cc2)cc1 | 9%
Cc1ccc(S(=O)(=O)N2CCC(C(=O)Nc3nnc(C45CC6CC(CC(C6)C4)C5)s3)CC2)cc1 | -3%
O=C1CSC(=Nc2ccc(O)cc2)N1c1ccc(O)cc1 | -16%
O=C(CCn1c(=O)[nH]c2ccccc2c1=O)N1CCN(c2cccc(C(F)(F)F)c2)CC1 | 5%
Cc1ccc(C(=O)COc2cc(OCC(=O)c3ccc(C)cc3)c3c(C)cc(=O)oc3c2)cc1 | -11%
COn1c(SCC(N)=O)nc2ccccc2c1=O | -6%
Cc1nn2c(=O)cc(COC(=O)c3ccc(S(=O)(=O)N4CCCCC4)cc3)nc2s1 | -19%
O=S(=O)(CCc1ccccc1)N1CCOCC1 | -13%
CN(Cc1c(F)cccc1Cl)c1ccc(S(=O)(=O)N2CCOCC2)cn1 | 10%
CC(C)(C)CC(C)(C)NC(=O)c1ccc2nccnc2c1 | -16%
COc1ccc(OC)c(NC(=O)COC(=O)c2ccc(S(=O)(=O)N3CCOCC3)cc2)c1 | -16%
CCOC(=O)Cn1c(=O)oc2cc(S(=O)(=O)Nc3cc(Cl)ccc3OC)ccc21 | 6%

The list goes on, starting with the last 7 of the part before.
SMILES | mouse EphA4 binding
COn1c(SCC(N)=O)nc2ccccc2c1=O | -6%
Cc1nn2c(=O)cc(COC(=O)c3ccc(S(=O)(=O)N4CCCCC4)cc3)nc2s1 | -19%
O=S(=O)(CCc1ccccc1)N1CCOCC1 | -13%
CN(Cc1c(F)cccc1Cl)c1ccc(S(=O)(=O)N2CCOCC2)cn1 | 10%
CC(C)(C)CC(C)(C)NC(=O)c1ccc2nccnc2c1 | -16%
COc1ccc(OC)c(NC(=O)COC(=O)c2ccc(S(=O)(=O)N3CCOCC3)cc2)c1 | -16%
CCOC(=O)Cn1c(=O)oc2cc(S(=O)(=O)Nc3cc(Cl)ccc3OC)ccc21 | 6%
CCOC(=O)c1nc2ccccc2[nH]c1=O | 2%
COc1ccc(CCNS(=O)(=O)c2ccc(S(=O)(=O)N3CCCC3)cc2)cc1OC | -3%
CC1=CC(C)(C)Nc2ccc(OS(=O)(=O)c3ccc(C)cc3)cc21 | 5%
COC(=O)c1cc(=O)[nH]c(Nc2nc3ccccc3o2)n1 | -1%
COc1ccc(CCNC(=O)CC(NS(=O)(=O)c2ccc(NC(C)=O)cc2)C(C)C)cc1OC (centres undefined) | -24%
CSc1ccc(Cl)c(C(=O)OCC(=O)N2CCOCC2)c1 | -5%
CCC(C)(C)n1nnnc1CN1CCN(c2nc3ccc(C)cc3cc2C#N)CC1 | -8%
Cc1[nH]c2ccccc2c1C(=O)CN1CCCCC1CCO (centres undefined) | 0%
COCCN(CC(=O)NCc1ccc(F)cc1)C(=O)CCC(=O)Nc1ccccn1 | -1%
C=CCOC(=O)C1=C(C)NC(SCC)=C(C#N)C1c1ccc(Cl)cc1 (centres undefined) | -15%
COCCNC(=O)CN1C(=O)CC(C)(C)S(=O)(=O)c2ccccc21 | -7%
O=C(Nc1ccc(NC(=O)c2ccccc2Br)cc1)c1ccccc1Br | -8%
COc1ccc(NC(=O)CSc2n[nH]c(N)n2)c([N+](=O)[O-])c1 | -6%
CCc1cc(=O)oc2cc(C)cc(OCC(=O)c3ccccc3)c12 | -7%
CC(=O)N1CCc2cc(S(=O)(=O)NC(Cc3ccccc3)C(=O)NC3CCCCCC3)ccc21 (centres undefined) | -9%
COc1cccc(C2NC(=O)NC(C)=C2C(=O)Nc2ccc(C)cc2)c1OC (centres undefined) | 1%&13%
NC(=O)C1(N2CCCCC2)CCN(C(=O)c2ccccc2)CC1 | -12%
CCOC(=O)C(NCc1ccco1)(NC(=O)c1ccccc1)C(F)(F)F (centres undefined) | 1%
COCCCNC(=O)/C(=C\c1ccc(-c2ccc(Cl)cc2)o1)NC(=O)c1ccc(C)cc1 | -13%
Cc1ccccc1NCN1C(=O)C2C3C=CC(C3)C2C1=O (centres undefined) | -8%
CCOc1ccc(-c2cc(CCCC(=O)NCCCOC)no2)cc1 | -11%
CC1CC(C)CN(CCCNC(=O)c2ccc(CS(=O)(=O)Cc3ccccc3F)o2)C1 (centres undefined) | -5%
CCOc1ccc(N(CC(=O)Nc2ccc(OC)cc2OC)S(=O)(=O)c2ccc(SC)cc2)cc1 | -3%
Cc1ccc2nc(C)cc(Nc3ccc4c(c3)OCCO4)c2c1 | -4%
C=CCN(C(=O)Cn1nnc2ccccc21)C(C(=O)NCCOC)c1ccc(OC)cc1OC (centres undefined) | 5%
C=CCn1c(=O)c2c(nc(Br)n2Cc2ccccc2Cl)n(C)c1=O | -10%

Rewritten as comma-separated lines: entries from further up
Molecule,mouse EphA4 binding
Cc1ccc2nc(C)cc(Nc3ccc4c(c3)OCCO4)c2c1,-4%
C=CCN(C(=O)Cn1nnc2ccccc21)C(C(=O)NCCOC)c1ccc(OC)cc1OC (centres undefined),5%
